MT stabilize HCS – microtubule stabilization, imaging screen | actives 0.83% (n = 200,000) | % tubulin-high responders, % at 10 µM | HeLa tubulin immunostaining HCS, 24 h; share of cells brighter than vehicle mean+2SD;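 active = plate Z-score above 3 for both tubulin-high and condensed-nucleus cell shares, with cell loss under 80%, at 10 µM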;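 note: anti alpha tubulin signal scored within the nucleus-defined area of each cell; some results filed as inactive read as strong as hits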
Hep lipid drop – hepatic lipid droplet formation modulation; AML12 mouse hepatocytes, oleate lipid droplets, BODIPY imaging; inhibition, % at 6.5 µM; actives 0.4% (n = 240,000); AID 1656;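 active = lipid droplet intensity inhibited by at least 50%, with more than 500 cells counted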
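System: AML12 hepatocytes (mouse). Probe or stimulus: oleic acid at 100 µM to induce lipid droplet formation. Times: overnight treatment with compound plus oleate. Detection: Image-based BODIPY and DAPI two-channel analysis. Evaluation: percent inhibition of filter-corrected integrated lipid droplet intensity per well.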
Yfh1-depleted yeast – enhancers of respiration in Yfh1-depleted yeast, dose response, Friedreich's ataxia, plus single-dose screen (AID 1465) | S. cerevisiae Yfh1-off respiration, WST-1 reduction, 72 h; higher fold induction means a stronger effect | actives 0.074% (n = 220,000) | fold induction at 50 µM, or EC50 in µM where a hit was titrated;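 active = fold induction of absorbance versus untreated yeast above a set limit, then at least 30% activation at any dose in follow-up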;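 note: activators that raise dye reduction in frataxin-depleted yeast; strong numbers were not always called active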
Autophagy HCS – alters autophagy in cells; MEF GFP-LC3 puncta imaging; test concentration mostly 10 µM; calls only at 10 µM (by protocol); actives 0.98% (n = 190,000);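 active = percentage of spot-positive cells more than 3 SD above its plate mean, without a fluorescence outlier flag or 80% toxicity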;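 note: spot-positive cell cutoff set from DMSO-treated cells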
HEK293 NOD2/NF-kB – inhibition of NOD2-driven NF-kB reporter – cell-based, luminescence, uHTS, HEK293 (AID 1566). HEK293 NOD2/NF-kB luciferase reporter, luminescence; higher % means a stronger effect. one-dose inhibition, % at 4 µM; EC50 in µM for titrated hits. actives 0.63% (n = 290,000); in the data active = inhibition above about 50%; note: many of its hits are not listed in these tables
b-catenin transl – alters nuclear translocation of beta-catenin in HeLa cells. AID 1665. actives 0.3% (n = 190,000). immunofluorescence imaging. nuclear translocation activity, % at 5 µM;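 active = nuclear translocation activity above 50% at 5 µM, with a well cell count of 50 or more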;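 note: per-cell ratio of nuclear to cytoplasmic median beta-catenin stain intensity; plate controls were DMSO negative control for no effect and GSK-3 inhibitor IX positive control for full effect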
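Technique: fluorescence imaging of beta-catenin antibody stain plus DAPI / Material: human HeLa cell line / Incubation: compound treatment 24 h, 37°C, 5% CO2 / Read-out basis: % activation of per-cell nuclear versus cytoplasmic median beta-catenin signal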
WT yeast gro inh – growth inhibition of WT yeast, mitochondrial fusion screen; mitochondrial fusion phenotypic screen, WT strain; inhibition, % at 10 µM; actives 2.1% (n = 190,000); AID 1362; in the data active = inhibition above about 58%; tested in S. cerevisiae
Dynein cargo inh – dynein cargo transport inhibition | 3617.4 mouse cells, GR-EGFP nuclear translocation imaging; test concentration mostly 20 µM; stimulated with dexamethasone, 1 µM; hits give low values | z-score, hits read low | actives 0.47% (n = 220,000);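 active = plate z-score of nuclear minus cytoplasmic receptor signal below a set negative limit, without overly bright fluorescence or cell loss, cut at about -3.5 in these data, passing the limit was not always enough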;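 note: z-score of nuclear minus cytoplasmic ring GR-EGFP intensity difference per well; some compounds called inactive have numbers as strong as hits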
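Also added: dexamethasone, 1.0 µM final. Medium: tet-free, stripped-serum medium. Detection: fixed, Hoechst-stained cells imaged at 10x for EGFP. Read-out: nuclear-to-cytoplasmic GR-EGFP distribution per well. Times: induction 48 h, compound 1 h, agonist 30 min.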
Insulin prom up – MIN6 insulin promoter up-regulation; MIN6 insulin promoter-GFP reporter, high-content imaging; hits give high values; z-score at 5 µM; actives 0.3% (n = 190,000); AID 1625;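 active = z-score above 3 at 5 µM with at least 500 cells counted in the well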
WT yeast gro inh mutant strain – second read-out of WT yeast gro inh, no call of its own (marks repeat the call); inhibition, %; mitochondrial fusion phenotypic screen, mutant strain inhibition
Dynein cargo inh cytoplasmic EGFP – also measured in Dynein cargo inh; calls as there; z-score; measured here: cytoplasmic GR-EGFP intensity; hits give high values
Dynein cargo inh nuclear GR-EGFP – recorded beside Dynein cargo inh, whose call it bears; z-score; measured here: nuclear GR-EGFP intensity;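 lower value marks the stronger effect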
Dynein cargo inh cell count – further read-out of Dynein cargo inh, marked with its call; z-score; measured here: cell count per field
Insulin prom up cell count – also measured in Insulin prom up; calls as there; cell count; measured here: cytotoxicity, nuclei count;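 total cells summed across four imaged fields per well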
Hep lipid drop cells 6.5 µM – second read-out of Hep lipid drop, no call of its own (marks repeat the call); cell count; measured here: cell count, cytotoxicity flag;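 cells counted across two imaged fields per well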
b-catenin transl cell count 5 µM – second read-out of b-catenin transl, no call of its own (marks repeat the call); cell count; measured here: cell count, cytotoxicity flag
MT stabilize HCS Hoechst-high % – second read-out of MT stabilize HCS, no call of its own (marks repeat the call); % Hoechst-high responders; measured here: nuclear condensation Hoechst responders;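 share of cells brighter than vehicle mean plus two SD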
MT stabilize HCS cytotoxicity % – second read-out of MT stabilize HCS, no call of its own (marks repeat the call); toxicity, %; measured here: cytotoxicity by cell density;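 0% = mean cell density of plate MIN control wells and 100% = no cells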
Autophagy HCS cell loss 18 h – second read-out of Autophagy HCS, no call of its own (marks repeat the call); toxicity, %; measured here: cell loss, nuclei count;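 cell loss after 18 h compound exposure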
* = called active by the depositor; i = inactive; x = no result given; + = active, no number.

SMILES	MT stabilize HCS	MT stabilize HCS Hoechst-high %	MT stabilize HCS cytotoxicity %	Hep lipid drop	Hep lipid drop cells 6.5 µM	Yfh1-depleted yeast	Autophagy HCS	Autophagy HCS cell loss 18 h	HEK293 NOD2/NF-kB	b-catenin transl	b-catenin transl cell count 5 µM	WT yeast gro inh	WT yeast gro inh mutant strain	Dynein cargo inh	Dynein cargo inh cytoplasmic EGFP	Dynein cargo inh nuclear GR-EGFP	Dynein cargo inh cell count	Insulin prom up	Insulin prom up cell count
CCN1C(=O)N(CC)C2C1N(CO)C(=O)N2CO (stereo not drawn)	3.1	0.9	1.8	1	667	i	i	11	-3%	-1.7	968	0	-5	0.59	-0.19	0.49	-0.61	0.03	1028
CCCc1cc(=O)[nH]c(SCc2nc3ccc([N+](=O)[O-])cc3[nH]2)n1	1.0	1.7	4.3	-8	620	i	i	-2	19%	-0.5	1161	-12	4	-0.34	-0.12	0.21	-0.29	0.29	1369
COc1ccc(CC2S/C(=N/N=C/c3ccccc3O)NC2=O)cc1 (stereo not drawn)	x	x	x	-10	707	i	x	x	-2%	1.3	1329	x	x	-0.63	0.24	0.11	0.98	-0.38	1068
CC(=O)c1c(OC(=O)c2cccc(Cl)c2)c2ccccc2n1C	x	x	x	7	721	i	x	x	30%	-0.3	1162	x	x	0.94	0.09	0.4	-0.98	-0.75	1346
CCCCCSc1nncc(=O)[nH]1	4.3	3.1	1.8	x	x	i	i	-12	17%	-2.1	1409	-15	0	-0.59	-0.31	-0.18	0.23	-0.62	1607
Cc1ccc(S(=O)(=O)N(CC(=O)N=Nc2c(O)[nH]c3ccccc23)c2cccc(C)c2)cc1	19*	30*	42*	15	609	i	i	5	-13%	64*	252*	15	4	0.45	-0.24	0.34	-0.66	-0.08	1482
Nc1ncnc2nc(SCCN3CCCCC3)[nH]c12	2.3	3.0	10	0	686	x	i	1	19%	x	x	10	8	1.1	-0.28	0.85	0.54	x	x
CCCN1C(=O)/C(=C/c2cc(C)n(C)c2C)SC1=Nc1ccc(OC)cc1	2.4	2.5	9.3	x	x	i	i	-1	2%	-0.2	1444	23	-3	0.25	-0.075	0.68	0.4	-0.14	1605
CC(C)C[C@@H]1NC(=O)N(CCN2CCOCC2)C1=O	1.7	1.9	7.0	x	x	i	i	-3	-6%	-2.8	1235	-8	7	-0.44	-0.16	-0.21	0.93	0.24	1158
C=CCN=C1CC(C)(C)C(C(=O)OC)C(O)=C1C(=O)CCC (stereo not drawn)	4.3	1.7	15	2	778	i	i	20	9%	1.1	1497	6	12	1.1	1.4	0.86	-0.54	-0.08	1442
Cc1ccc(CCNC(=O)C2CCN(c3nn4c(=O)cc(C)nc4s3)CC2)cc1	5.5	2.5	12	9	768	i	i	26	-7%	1.0	1185	22	3	-0.44	-0.19	0.52	0.84	-1.4	1349
Cc1ccc(C(=O)N/C(=C\c2ccco2)C(=O)NCC2CCCO2)cc1C (stereo not drawn)	2.4	2.1	6.9	10	793	i	i	23	-5%	0.2	993	0	12	0.27	-0.25	0.61	0.33	0.45	650
CC(=O)N1CCc2cc(S(=O)(=O)NCCC(=O)Nc3cccc(C)c3C)ccc21	1.5	2.2	11	-3	760	i	i	-3	15%	2.6	841	13	2	1.3	-0.2	0.67	-0.62	1	1164
O=C(CC(NC(=O)c1ccccc1Cl)c1ccccc1)Nc1ccc2c(c1)OCO2 (stereo not drawn)	1.4	1.6	0.6	-1	789	i	i	-10	-7%	-1.1	1159	18	19	-1.8	2	-0.5	0.72	-0.17	1189
COc1ccc(/C=C/C(=O)NCCc2ccc(S(N)(=O)=O)cc2)cc1	2.1	2.4	9.9	4	626	i	i	1	13%	-0.9	883	0	11	0.85	-0.21	0.54	-0.83	-0.17	1217
O=C(/C=C/c1ccc([N+](=O)[O-])cc1)NCc1cccnc1	2.8	1.9	4.1	x	x	x	i	19	-10%	-2.3	1436	8	-19	-0.37	-0.21	0.5	0.88	-0.27	1552
Cc1ccccc1OCC(=O)Nc1cccc(N(C)S(C)(=O)=O)c1	3.1	3.4	19	-3	623	i	i	-1	3%	-0.5	1224	0	5	-0.39	-0.25	0.16	0.42	0.06	1977
CC(C)OCC(O)CS(=O)(=O)Cc1ccccc1 (stereo not drawn)	0.7	0.9	1.9	10	818	i	i	6	0%	x	x	-8	-13	-0.42	-0.35	-0.44	0.71	x	x
CCCCn1c(NCc2ccccc2NS(=O)(=O)c2ccc(C)cc2)nc2ccccc21	1.0	1.6	9.7	x	x	i	i	7	13%	0.0	1271	-2	3	-0.76	-0.18	-0.41	0.51	-0.09	1644
O=[N+]([O-])c1ccc(N/N=C\c2cccnc2)nc1	2.1	1.5	8.3	6	739	i	i	-15	-25%	-1.1	1056	-15	-16	-0.38	-0.27	0.062	0.45	0.72	1424
O=C(NCCc1cccs1)c1cccs1	4.1	1.8	2.7	7	745	i	i	7	-64%	-0.9	1104	-3	6	0.93	0.54	0.41	-1.1	0.38	1311
O=C(CSc1nc(-c2ccc(F)cc2)cc(C(F)(F)F)n1)NCc1cccs1	3.5	2.4	4.3	13	494	i	i	3	10%	0.7	907	-14	-16	0.0062	-0.27	-0.25	0.54	-0.24	1219
CN(C)CCCN(Cc1ccccc1)C(=S)Nc1ccc(SC(F)F)cc1	2.3	1.7	6.9	16	712	i	i	10	4%	0.8	976	10	26	-0.18	-0.31	0.24	0.34	-0.66	1227
CCC(C)NCCOCCOc1ccc(Cl)c2ccccc12 (stereo not drawn)	7.2	4.4	5.1	24	651	i	i	18	-22%	1.4	1031	53	60	4.5	0.17	3.1	-3.1	-0.52	1578
COc1cc(C2C(C(=O)OC(C)C)=C(C)Nc3ncnn32)cc(OC)c1OC (stereo not drawn)	8.3	2.0	3.4	x	x	i	+	4.9*	22%	x	x	9	-4	0.35	-0.15	0.46	-0.39	-0.95	982
COc1ccc(OCc2nn3c(-c4cccc(OC)c4)nnc3s2)cc1	5.4	4.1	4.8	x	x	i	i	14	14%	-3.6	652	11	20	-0.34	-0.34	-0.0043	0.077	-0.82	1344
Nc1ccc2oc(C3CCCCC3)nc2c1	0.9	2.1	7.8	-13	718	i	i	-15	-50%	-0.6	1564	-4	-7	-0.19	-0.098	-0.16	-0.9	x	x
CCOC(=O)C1(Cc2ccc(OC)cc2)CCN(C(=O)c2csc(C)n2)CC1	4.1	2.6	6.1	15	711	i	i	10	0%	0.0	1129	-1	6	-0.26	-0.27	0.018	0.21	0.5	1344
CCc1nnc(NC(=O)CSc2nnc(C)n2-c2ccc(C)cc2)s1	2.5	1.6	5.3	0	795	x	i	-1	24%	1.5	1064	-11	-35	0.28	-0.16	0.11	0.14	0.67	930
Fc1ccc(CNC(=S)Nc2ccccc2Cl)cc1	2.0	3.9	8.9	-13	521	i	i	6	22%	-0.3	927	4	-1	-0.56	-0.21	-0.57	1.1	-0.37	2240
COc1ccc(CCNC(=O)c2ccc(CN3CCC(Cc4ccccc4)CC3)cc2)cc1OC	2.0	3.7	8.2	-1	582	i	i	-10	-11%	0.3	963	0	-5	1.2	0.088	0.71	-0.84	-0.17	1213
O=C(NCCCN1CCCC1=O)NC12CC3CC(CC(C3)C1)C2	2.1	0.3	28	9	673	i	i	-3	6%	x	x	13	10	-0.076	-0.26	0.0063	1.3	-0.49	1361
O=C(c1cc2nc(-c3ccccc3)cc(-c3ccccc3)n2n1)N1CCN(C(=O)c2ccco2)CC1	4.7	1.4	4.1	6	614	i	i	3	22%	0.4	1003	26	6	-0.44	-0.27	-0.88	0.75	-0.55	1487
O=C(N/N=C\c1ccc(Br)cc1)c1ccc(Cn2cccn2)o1	4.2	3.8	7.0	x	x	i	i	-8	-12%	-5.0	609	-9	-8	-0.18	-0.28	-0.4	0.14	-0.14	1283
O=c1[nH]nc(SCc2nc3ccccc3s2)n1C1CC1	2.5	2.4	5.4	2	675	i	i	-8	-37%	-0.7	1064	-9	-15	-0.65	-0.31	-0.41	0.57	0.54	1300
Clc1ccc(CSc2nnc3ccccn23)c(Cl)c1	2.4	1.9	9.7	-10	685	i	i	-1	-33%	-0.6	1062	-1	-4	1.7	-0.027	1.4	-1.2	0.08	1560
O=C(c1ccco1)N1CCCC(c2ccccc2)C1 (stereo not drawn)	3.6	1.9	5.6	-9	741	i	i	-2	-16%	x	x	-9	-24	-0.1	-0.24	-0.25	1.2	0.28	1262

Screening data deposited in PubChem by several laboratories.

Not all compounds are listed; rates above refer to the full screens.
